Assay outcomes as filed in PubChem BioAssay.
TNAP inh hiacc: human TNAP enzyme inhibitors, primary screen, biochemical, luminescent, high phosphate acceptor level, uHTS; Alkaline phosphatase, tissue-nonspecific isozyme (Homo sapiens), P05186; purified TNAP, CDP-star luminescence, 1 M DEA; inhibition, % at 20 µM; 200,000 tested, 0.03% active;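 active = over 50% inhibition of tissue-nonspecific alkaline phosphatase at 20 µM in the single-dose screen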;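 note: plate controls were DMSO wells for no effect and EDTA-quenched wells as full inhibition for full effect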
G6PDH CS: L. mesenteroides G6PDH inhibitors, counter-screen for G6PDH-coupled screening assays, biochemical, Leuconostoc mesenteroides enzyme; glucose-6-phosphate dehydrogenase [Leuconostoc mesenteroides]; 200,000 tested, 0.12% active; AID 1020, 2008; Purified L. mesenteroides G6PDH, diaphorase/resazurin coupled fluorescence, 45 min; inhibition, % at 5 µM; in the data active = inhibition above about 50%
TNAP inh no acc: human TNAP enzyme inhibitors, primary screen, biochemical, luminescent, no phosphate acceptor, uHTS. Alkaline phosphatase, tissue-nonspecific isozyme (Homo sapiens), P05186. purified TNAP, CDP-star luminescence, 30 min. inhibition, % at 20 µM. 200,000 tested, 0.26% active;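 active = tissue-nonspecific alkaline phosphatase inhibition above about 50% at 20 µM in the single-dose screen, limit read from the data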;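 note: 0% = DMSO negative control and 100% = EDTA positive control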
Diaphorase act: compounds boosting diaphorase resazurin reduction – biochemical, uHTS, resorufin fluorescence, counter-screen for diaphorase-coupled primary assays, primary screen; Diaphorase/resazurin coupled assay, 16 min; hits give high values; 1 = vehicle wells, 0 = NADH-free wells; activation factor at 20 µM; 190,000 tested, 0.005% active; AID 1229, 2008;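 active = diaphorase activity raised at least twofold by the compound at 20 µM; inactive = activation factor below 2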
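System – purified diaphorase enzyme from Clostridium kluyveri · Input – enzyme 0.07 U/mL final · Also added – final NADH 0.114 mM, resazurin 0.1 mM · Measured by – fluorescence of resorufin, 544 nm excitation, 590 nm emission · Timing – 16 min enzyme reaction, ambient temperature · Measure – resorufin increase flagging diaphorase activators or reducers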
PMI act satM6P: human PMI activators, high substrate, primary screen, biochemical, fluorescence intensity, near-saturating mannose 6-phosphate. Mannose-6-phosphate isomerase (Homo sapiens), P34949. coupled PMI enzyme assay, resazurin fluorescence, 20 min; hits give high values; 1 = untreated enzyme, 0 = substrate-free blank. activation factor at 20 µM. 190,000 tested, 0.34% active;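 active = activation factor of 2 or more at 20 µM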
Target sequence (P34949 whole entry, looked up): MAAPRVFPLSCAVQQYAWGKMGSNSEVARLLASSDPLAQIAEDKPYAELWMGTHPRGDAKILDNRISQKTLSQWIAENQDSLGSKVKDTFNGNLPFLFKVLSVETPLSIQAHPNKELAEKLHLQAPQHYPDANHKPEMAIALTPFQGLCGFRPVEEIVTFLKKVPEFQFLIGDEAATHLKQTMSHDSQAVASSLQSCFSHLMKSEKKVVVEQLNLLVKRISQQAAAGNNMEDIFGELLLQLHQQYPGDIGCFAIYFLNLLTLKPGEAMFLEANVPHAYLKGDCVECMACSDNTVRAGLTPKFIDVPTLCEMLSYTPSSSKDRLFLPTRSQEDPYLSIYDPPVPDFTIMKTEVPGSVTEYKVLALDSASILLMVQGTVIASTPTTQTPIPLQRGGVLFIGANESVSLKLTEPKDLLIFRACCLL
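Test system: human phosphomannose isomerase with PGI, G6PDH, diaphorase coupling enzymes; amount: 15 ng/mL PMI; incubation: enzyme reaction with compound 20 min at room temperature; technique: resorufin fluorescence (Ex 544/Em 590 nm) from resazurin via diaphorase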
PMI act: activators of human PMI, primary screen, biochemical, fluorescence intensity, near-Km mannose 6-phosphate | 190,000 tested, 0.005% active | Mannose-6-phosphate isomerase (Homo sapiens), P34949 | purified human PMI, coupled resazurin fluorescence, 20 min; hits give high values; 1 = vehicle control, 0 substrate-free wells | activation factor at 20 µM;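 active = activation factor of 2 or more at 20 µM, relative to plate controls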
FLuc stim CS: FLuc activators, initial screening, artefact control for FLuc-dependent activation tests, biochemical, ATPlite luminescence; 200,000 tested, under 10 active; AID 1027, 2008; Luciferin 4-monooxygenase (Photinus pyralis), P08659; activation factor at 10 µM; ATPlite luciferase biochemical, 10 min; 0 = ATP-free wells, 1 = DMSO control;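 active = luciferase activation factor, scaled between plate controls, of at least 2 with compound at 10 µM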
Target sequence (P08659 whole entry, looked up): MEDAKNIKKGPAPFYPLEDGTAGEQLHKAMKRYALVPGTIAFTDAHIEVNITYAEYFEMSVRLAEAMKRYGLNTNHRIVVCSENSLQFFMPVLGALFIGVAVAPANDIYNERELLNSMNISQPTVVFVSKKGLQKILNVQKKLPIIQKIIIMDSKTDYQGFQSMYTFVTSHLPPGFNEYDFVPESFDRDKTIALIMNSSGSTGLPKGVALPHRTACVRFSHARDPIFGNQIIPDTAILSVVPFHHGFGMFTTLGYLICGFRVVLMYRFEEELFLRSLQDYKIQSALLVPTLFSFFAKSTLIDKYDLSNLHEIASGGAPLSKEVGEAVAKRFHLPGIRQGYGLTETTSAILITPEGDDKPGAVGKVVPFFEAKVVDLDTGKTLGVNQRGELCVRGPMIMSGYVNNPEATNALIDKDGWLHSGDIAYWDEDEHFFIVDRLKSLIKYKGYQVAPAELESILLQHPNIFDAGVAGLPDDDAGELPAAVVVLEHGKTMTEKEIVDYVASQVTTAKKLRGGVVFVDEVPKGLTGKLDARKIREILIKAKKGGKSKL
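System: luciferase plus luciferin reagent, cell-free; medium: PBS as buffer for the ATP substrate; dosing: test compounds dosed from 2 mM stocks in 100% DMSO; timing: 10 min post-reagent at room temperature; measured by: luminescence measurement of luciferase light output; evaluation: luciferase activation, seen as luminescence increase over controls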
Diaph inh CS: diaphorase inhibitors and chemical oxidizers, primary screen, counter-screen for diaphorase-coupled primary assays, biochemical, uHTS, resorufin fluorescence; AID 1217, 2008; inhibition, % at 20 µM; diaphorase resazurin-to-resorufin fluorescence, NADH, 16 min; bacterial (C. kluyveri) enzyme, not human; 190,000 tested, 0.69% active;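 active = primary screen inhibition at 20 µM above a set limit, cut at about 50% in these data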;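 note: plate controls were DMSO with full reaction for no effect and wells lacking NADH for full effect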
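System: Bacterial diaphorase enzyme (C. kluyveri) | Incubation: 16-min room-temperature incubation before reading | Benchmarks: No-NADH positive control and DMSO neutral control | Measured by: Resorufin fluorescence 544/590 nm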
TNAP act hi DEA: TNAP activators at high phosphate acceptor level, primary screen, biochemical, luminescence, uHTS; AID 1136, 2008; purified TNAP, CDP-star luminescence, 1 M DEA, 30 min; hits give high values; 0 = EDTA background, 1 = DMSO-only activity; activation factor at 20 µM; 200,000 tested, under 10 active;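 active = activation factor at least 2 at 20 µM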
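Dosing: 20 µM single point. System: human TNAP. Amount: TNAP 1/800 final. Incubation: 30 min, room temperature. Read-out: TNAP activation factor scaled between EDTA and DMSO control wells. Signal: luminescence from CDP-star hydrolysis. Medium: 1 M DEA, pH 9.8, Mg2+, Zn2+. Control set: EDTA negative control, DMSO positive control.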
HMGR II inh: inhibitors of E. faecalis class II HMGR, primary screen, biochemical, Enterococcus faecalis | 190,000 tested, 0.41% active | inhibition, % at 10 µM | HMG-CoA reductase (Enterococcus faecalis, mvaE) | purified E. faecalis HMGR, NADPH absorbance 340 nm kinetic | AID 1066, 2008;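 active = inhibition above a set limit, the median over all tested compounds plus 3 SD, cut at about 9.5% in these data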;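 note: enzyme runs in reverse so mevalonate oxidation gives rising NADPH absorbance; 0% = complete reaction with DMSO and 100% = background rate lacking mevalonate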
* hit, by the source's call; nt = no result given.

item	compound	HMGR II inh	PMI act satM6P	FLuc stim CS	TNAP inh hiacc	TNAP act hi DEA
1	O=C(CCN1CCCCC1c1cccnc1)NCc1ccccc1 (stereo not drawn)	-8	1.1	1.1	-4	1
2	CCN(CC)c1ccc(CN(C(=O)c2ccco2)C2CCS(=O)(=O)C2)cc1 (stereo not drawn)	-1	0.8	1	-1	1
3	COC(=O)c1c(C)[nH]c(C(=O)OCC(=O)NC(C)(C)C)c1C	-6	0.9	1	0	1
4	COc1cc2cc(CN(CCCN3CCOCC3)C(=O)Nc3ccccc3F)c(=O)[nH]c2cc1OC	-4	1	1.1	-8	1.1
5	Cc1ccc(C(=O)N/N=C\c2ccc(Br)o2)o1	4	1.1	1	-4	1
6	O=C(C1=C(O)C(=O)N(CCCN2CCOCC2)C1c1ccccn1)c1cc2ccccc2o1 (stereo not drawn)	-7	1.2	1.1	-5	1.1
7	COCCCNC(=O)c1ccc(Cn2c(=O)c3ccccc3n(CC(=O)NCc3ccco3)c2=O)cc1	3	1	1.1	-4	1
8	Cc1ccc(-c2noc(CCC(=O)NCCc3ccccc3Cl)n2)cc1	-8	0.9	1.1	-3	1
9	COc1cc(/C=N/NC(=O)c2cccnc2)ccc1OCC(=O)Nc1ccccc1Cl	0	1.1	1	-6	1.1
10	COC(=O)/C=C1/S/C(=N/N=C/c2ccc(N(C)C)cc2)NC1=O	5	1	1	10	0.9
11	c1ccc(NC2=Nc3cccc4cccc2c34)cc1	-4	0.9	0.9	1	1
12	CCN(CC)c1ccc(C=Nc2ccc(C)cc2)c(O)c1	0	0.4	0.9	0	1
13	CCC(C(=O)c1ccccc1)N(C(=O)c1ccccc1Cl)N1C(=O)C2C3C=CC(C3)C2C1=O (stereo not drawn)	-5	0.9	1.1	-2	1
14	O=C(Nc1ccc(S(=O)(=O)N2CCCCC2)cc1)C1CCCN(C(=O)c2ccc(Cl)cc2)C1 (stereo not drawn)	-10	1	1	-8	1.1
15	CCO/N=C/c1ccc(OC)c(Oc2nc(OC)cc(OC)n2)c1	1	0.9	1	-1	1

item	PMI act	Diaphorase act	TNAP inh no acc	G6PDH CS	Diaph inh CS
1	1	1	-4	-5	0
2	0.9	0.9	-8	8	13
3	0.9	0.9	-7	2	11
4	1	1	-14	11	-2
5	1.1	1	-14	-1	2
6	1.3	0.9	-9	3	14
7	1.1	1	0	4	2
8	0.9	0.9	-9	-23	5
9	1.1	1	-4	-6	-4
10	0.9	0.9	8	-40	9
11	0.9	0.9	-13	-3	12
12	0.8	0.9	7	13	14
13	1	0.8	-6	-2	15
14	0.9	0.8	-17	6	16
15	0.9	0.9	-8	6	12

From no. 1 up to 3, as listed above:
item	compound	HMGR II inh	PMI act satM6P	FLuc stim CS	TNAP inh hiacc	TNAP act hi DEA
1	O=C(CCN1CCCCC1c1cccnc1)NCc1ccccc1 (stereo not drawn)	-8	1.1	1.1	-4	1
2	CCN(CC)c1ccc(CN(C(=O)c2ccco2)C2CCS(=O)(=O)C2)cc1 (stereo not drawn)	-1	0.8	1	-1	1
3	COC(=O)c1c(C)[nH]c(C(=O)OCC(=O)NC(C)(C)C)c1C	-6	0.9	1	0	1

item	PMI act	Diaphorase act	TNAP inh no acc	G6PDH CS	Diaph inh CS
1	1	1	-4	-5	0
2	0.9	0.9	-8	8	13
3	0.9	0.9	-7	2	11

More entries follow.
item	compound	HMGR II inh	PMI act satM6P	FLuc stim CS	TNAP inh hiacc	TNAP act hi DEA
16	CCOC(=O)C1CCCN(S(=O)(=O)c2ccc(Br)s2)C1 (stereo not drawn)	-4	1	1	-3	1
17	Cc1csc(NC(=O)CCc2ccc(S(=O)(=O)N3CCOCC3)cc2)n1	0	1	1	-2	1
18	CC1(C)CC(NC(=O)CCc2ccccc2)CC(C)(C)N1	nt	1	1.1	-7	1.1
19	CC(=O)N(C)c1ccc(NC(=O)c2ccccc2C(=O)O)cc1	-2	1.3	0.9	-3	1
20	CC1=CC(C)(C)n2c(O)c(N=N)c3cc(C)cc1c32	-7	0.9	1	1	1
21	COc1ccc(C)cc1NC(=S)NNC(=O)c1ccccc1Cl	-1	1.1	0.9	-3	1
22	COC(=O)c1ccc(NC(=S)Nc2cccc(C)n2)cc1	1	1	1	-2	1
23	COc1ccccc1OCCNC(=O)C1CCCCC1	-3	1	1	-3	1
24	CCNC(=O)COC(=O)/C=C/c1cccs1	-2	0.9	1	-3	1
25	COc1cc(CCC(=O)Nc2ccc(S(=O)(=O)NC3=NCCCCC3)cc2)cc(OC)c1OC	-3	1	1	-2	1
26	CCSc1cc(N2CCCC2)nc(-c2ccccc2Cl)n1	-1	0.9	1	0	1
27	C=CCN1C(=O)c2cccc3c(N4CCCCC4)ccc(c23)C1=O	4	1.1	1	6	0.9
28	C1COCCNCCOCCOCCOCCN1	-1	0.9	1.1	-5	1.1
29	O=C(NC1CCCCC1)n1c(=O)oc2cc(S(=O)(=O)N3CCCCC3)ccc21	-3	1	1	-1	1
30	Cn1c(=O)c2c(ncn2CCCNC2=CC(C)(C)CC(=O)C2)n(C)c1=O	-4	1.1	1.1	-8	1.1

item	PMI act	Diaphorase act	TNAP inh no acc	G6PDH CS	Diaph inh CS
16	0.9	1	-8	-2	-3
17	0.9	0.9	-2	6	9
18	1	1	-5	6	2
19	1	0.9	-4	20	9
20	0.9	0.8	1	1	24
21	1.1	0.9	-109	0	8
22	1	1	-4	4	-3
23	1	1	-6	12	1
24	0.9	0.9	-14	3	9
25	0.9	0.9	-14	7	9
26	0.9	0.9	-6	-10	14
27	1.1	0.7	2	7	25
28	1.1	1	-11	1	1
29	1.1	1	-2	1	1
30	1.1	1.2	-2	16	-18

Remaining list, next part:
item	compound	HMGR II inh	PMI act satM6P	FLuc stim CS	TNAP inh hiacc	TNAP act hi DEA
31	O=C(CCS(=O)(=O)c1ccc(Br)cc1)Nc1ccc(Cl)cc1F	-1	1	1.1	-6	1.1
32	CCOC(=O)c1ccc(N2C(=O)C(C)=C(C)C2=O)cc1	1	1.1	1	-6	1.1
33	COc1ccc(N2CCN(C(CNS(=O)(=O)c3cccs3)c3cccnc3)CC2)cc1 (stereo not drawn)	-9	1	1.1	-6	1.1
34	O=c1[nH]c2cc3c(cc2cc1CN(Cc1cccnc1)Cc1nnnn1Cc1ccco1)OCCO3	-7	1	1	-1	1
35	Cc1cccn2c(=O)c3cc(C(=O)NCCCN4CCCC4=O)n(C)c3nc12	2	0.9	1	-9	1.1
36	CN(C)CCC(=O)NCC1OCCc2ccccc21 (stereo not drawn)	-2	1	1	-1	1
37	O=C(Nc1cccc(C(=O)O)c1)/C(=C/c1ccc2c(c1)OCO2)NC(=O)c1cccc(Br)c1	3	1	1	-5	1
38	CC1CCCN(C(=S)NCCc2ccccc2)C1 (stereo not drawn)	4	1	1	-3	1
39	O=C(CC1OC(=O)c2ccccc21)c1ccco1 (stereo not drawn)	-5	1	1	2	1
40	COc1ccc(C(=O)NCC(C)CN(C)C)cc1 (stereo not drawn)	-1	1.1	1	-5	1.1
41	CCOCCCNC(=O)C(NC(=O)c1cnccn1)c1ccc(C)cc1 (stereo not drawn)	-1	1	1	-4	1
42	CCN(CC)S(=O)(=O)c1ccc(N2CCOCC2)c(NC(=O)c2cc([N+](=O)[O-])ccc2Cl)c1	-4	1.1	1.1	-7	1.1
43	CC1(O)CC(c2ccc(Cl)cc2)=NN1C(=O)c1ccc([N+](=O)[O-])cc1 (stereo not drawn)	-7	1.1	0.9	21	0.8
44	N#Cc1c(SCC(=O)Nc2ccccc2)nsc1SCC(=O)Nc1ccccc1	-6	0.9	1.1	2	1
45	C/C(=N\NC(=S)NCCc1ccccc1)c1ccc(Cl)cc1	4	0.8	1	-2	1

item	PMI act	Diaphorase act	TNAP inh no acc	G6PDH CS	Diaph inh CS
31	1	0.8	-7	3	17
32	1.1	1	-9	9	2
33	0.9	0.9	-13	-8	5
34	0.9	0.8	3	8	24
35	0.9	0.9	-24	13	7
36	1.1	1	-10	12	5
37	1	1	-8	10	-3
38	0.9	0.9	-4	7	10
39	1	0.9	-8	-5	10
40	1.1	1.1	-10	5	-9
41	0.9	0.8	-8	2	16
42	1.1	0.9	-12	0	13
43	1.1	1	29	16	5
44	0.8	1	-6	19	1
45	0.8	0.8	-13	21	23

Next section:
item	compound	HMGR II inh	PMI act satM6P	FLuc stim CS	TNAP inh hiacc	TNAP act hi DEA
46	CCCC1=C(C(=O)OCC)C(c2cccs2)C(C#N)=C(N)O1 (stereo not drawn)	-3	0.9	1	0	1
47	COC(=O)c1c(C(=O)OC)c2oc3ccccc3n2c1Cl	-5	1	1.1	-9	1.1
48	COCC(C)n1c(C)cc(C(=O)COC(=O)c2ccc(N3CCCC3=O)cc2)c1C (stereo not drawn)	-4	0.9	1	-6	1.1
49	O=C(N/N=C/c1cccs1)C(=O)N1CCCC1	1	0.9	1	-4	1
50	CC(Oc1ccccc1)C(=O)NC1C(=O)N2C1SC(C)(C)C2C(=O)O (stereo not drawn)	5	1	1.1	-6	1.1
51	COC(=O)c1sccc1NC(=O)c1ccccc1	-6	1	1.1	-4	1

item	PMI act	Diaphorase act	TNAP inh no acc	G6PDH CS	Diaph inh CS
46	0.8	0.8	-6	9	20
47	1	0.9	-13	6	10
48	0.9	0.8	-11	-2	16
49	1	0.9	-8	4	12
50	0.9	1	-11	12	0
51	1	1	-7	7	3

Looked up above.
TNAP inh no acc, no. 51 → -7
TNAP inh no acc, no. 48 → -11
